M1 PAM parental – counter-screen for M1 PAMs: effect in parental CHO-K1 cells; actives 0.02% (n = 360,000); activation, % at 3 µM; ATP EC20, Fluo-8 calcium fluorescence; 0% at ATP EC20, 100% at ATP max;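 active = activation above the run cutoff, the mean activation of all test compounds plus 3 SD, cut at about 40% in these data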;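 also: peak over basal fluorescence ratio in a 140 s read after ATP addition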
CHO-K1 Ca ag – M1 agonist counterscreen hit in parental CHO-K1 cells; actives 0.48% (n = 360,000); Fluo-8 calcium fluorescence; scaled to maximal ATP response, vehicle zero; activation, % at 3 µM; AID 602248; in the data active = activation above about 15%;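 also: untransfected CHO-K1 host cells lacking M1 receptor as counterscreen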
CHO parental Ca – counter-screen: ATP calcium response change in parental CHO cells. actives 0.63% (n = 330,000). AID 463079. inhibition, % at 5.6 µM. parental CHO-K1, ATP-induced calcium, Fluo-8 fluorescence;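 active = inhibition above that plate's mean sample inhibition plus 3 SD, cut at about 26% in these data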;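 also: 0% = ATP-challenged DMSO wells and 100% = DMSO wells without ATP; some compounds past the cut are filed as inactive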
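Measured by: calcium-sensitive Fluo-8 fluorescence / Test system: CHO parental line / Controls: ATP-challenged DMSO wells low, unchallenged DMSO wells high / Measure: % inhibition / Compound: single nominal dose of 5.6 µM per compound / Replicates: single well per compound, no replicates / Reagent: ATP as calcium-mobilizing challenge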
CHRM1 agonist – agonists of human M1 muscarinic receptor. P11229. CHO-K1 hM1, Fluo-8 calcium fluorescence, agonist mode; 0% DMSO, 100% acetylcholine EC100. activation, % at 3 µM. actives 0.33% (n = 360,000). AID 588814;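 active = activation above the run's mean compound activation plus 3 SD, cut at about 16% in these data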;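 also: peak over basal fluorescence ratio within a 140 s kinetic read after compound addition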
Target sequence (P11229 whole entry, looked up): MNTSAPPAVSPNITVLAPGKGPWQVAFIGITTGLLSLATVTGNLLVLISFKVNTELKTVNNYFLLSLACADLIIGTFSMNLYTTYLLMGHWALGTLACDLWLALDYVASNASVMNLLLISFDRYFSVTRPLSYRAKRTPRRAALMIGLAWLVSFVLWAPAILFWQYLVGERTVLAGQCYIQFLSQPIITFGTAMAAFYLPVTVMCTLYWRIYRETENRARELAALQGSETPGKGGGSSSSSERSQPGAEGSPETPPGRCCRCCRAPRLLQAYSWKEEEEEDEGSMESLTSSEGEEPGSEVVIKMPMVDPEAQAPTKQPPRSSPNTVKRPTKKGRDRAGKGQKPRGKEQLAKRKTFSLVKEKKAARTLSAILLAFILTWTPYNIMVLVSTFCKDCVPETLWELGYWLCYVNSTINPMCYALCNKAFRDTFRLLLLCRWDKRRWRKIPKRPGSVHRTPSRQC
V1aR counter – V1a receptor agonism, counter-screen for OXTR agonists. P37288. CHO-V1R cells, Fluo-8 calcium fluorescence, agonist mode; 0% DMSO, 100% 3 nM vasopressin. activation, % at 3 µM. actives 0.25% (n = 320,000);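 active = activation above the mean activation of all tested compounds plus 3 SD, per screening run, cut at about 20% in these data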;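 also: signal is peak over basal fluorescence ratio across a 100 second FLIPR read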
CHO-K1 Ca antag – nonselective inhibitor or artifact in parental CHO-K1 cells | ATP-induced calcium, Fluo-8 fluorescence | inhibition, % at 3 µM | actives 0.6% (n = 360,000) | AID 602250;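 active = inhibition above a per-plate cutoff, the plate's mean sample inhibition plus 3 SD, cut at about 24% in these data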;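 also: 0% = DMSO plus EC80 ATP and 100% = DMSO alone without ATP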
TAAR1 agonist – agonists of human TAAR1; CHO RD-HGA16 TAAR1, Fluo-8 calcium fluorescence; vehicle wells 0%, saturating PEA agonist 100%; Q96RJ0; actives 0.99% (n = 360,000); activation, % at 3 µM;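 active = activation above the mean activation of all test compounds in the run plus 3 SD, cut at about 38% in these data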
Target sequence (Q96RJ0 whole entry, looked up): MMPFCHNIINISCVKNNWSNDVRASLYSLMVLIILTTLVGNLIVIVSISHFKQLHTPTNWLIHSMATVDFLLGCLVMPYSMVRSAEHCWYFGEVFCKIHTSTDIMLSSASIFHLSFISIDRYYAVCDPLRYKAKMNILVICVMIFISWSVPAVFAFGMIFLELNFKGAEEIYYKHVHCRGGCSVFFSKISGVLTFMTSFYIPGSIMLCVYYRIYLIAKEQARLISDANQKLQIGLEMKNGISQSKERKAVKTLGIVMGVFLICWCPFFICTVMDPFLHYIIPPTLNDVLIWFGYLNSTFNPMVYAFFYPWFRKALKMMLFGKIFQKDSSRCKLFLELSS
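test system = CHO RD-HGA16 cells carrying human TAAR1 plus Gα16 | schedule = 17-24 h seeding, 75 min 37 °C dye, 30 min RT | compound dosing = 3 µM single concentration | control set = DMSO and PEA EC100 | replicates = n 1 | signal = Fluo-8 fluorescence, 5 s baseline then 140 s kinetic read | measure = percent activation vs PEA EC100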
OXTR potentiate – potentiates the human oxytocin receptor response. P30559. CHO-OTR cells, Fluo-8 calcium fluorescence, potentiator mode; 0% = oxytocin EC15, 100% = EC100. activation, % at 3 µM. actives 0.061% (n = 320,000);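 active = activation above that plate's cutoff, the mean activation of tested compounds plus 3 SD, cut at about 6.6% in these data, passing the limit was not always enough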;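 also: 100% uses oxytocin at 75 nM as the full agonist control; some results filed as inactive read as strong as hits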
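Assay system: CHO-OTR cells, human receptor / Also added: oxytocin at about EC15, sub-maximal agonist stimulus / Dosing: single dose, 3.0 µM nominal final compound concentration / Incubation: 6 min pre-incubation, 100 s read / Technique: Fluo-8 calcium dye fluorescence / Read-out: % activation vs EC15 and EC100 oxytocin / Benchmarks: EC15 oxytocin low, 75 nM oxytocin high / Replicates: singlicate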
TAAR1 antagonist – antagonists of human TAAR1 | CHO RD-HGA16 TAAR1, Fluo-8 calcium fluorescence, antagonist | inhibition, % at 3 µM | actives 1.5% (n = 360,000);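 active = inhibition above a per-plate cutoff, the mean inhibition of test compounds on that plate plus 3 SD, cut at about 49% in these data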;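 also: 0% = DMSO plus EC80 beta-PEA response and 100% = DMSO alone without agonist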
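Test system: RD-HGA16 CHO cells with stable hTAAR1 and Gα16 / Probe or stimulus: EC80 β-phenethylamine stimulus / Times: seeding 17-24 h prior, 75-min 37 °C, 30-min RT dye loading / Detection: Fluo-8 calcium-sensitive fluorescence / Read-out basis: % inhibition scaled between DMSO and EC80 PEA controls / Repeats: singlicate, one well per test compound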
An asterisk follows results filed as active; · = not tested or not shown.

Each structure is followed by: CHO parental Ca, TAAR1 agonist, CHRM1 agonist, OXTR potentiate, CHO-K1 Ca ag, V1aR counter, TAAR1 antagonist, M1 PAM parental, CHO-K1 Ca antag
Fc1ccc(-c2nnc(-c3ccc(Cl)cc3Cl)o2)cc1
    1, 1, -3, -9, 0.7, -0.5, -16, 23, -12
Clc1ccccc1CN1CCSCC1
    7, 2, -3, 1, 0.1, 0.8, -25, 15, -6
O=C(c1ccncc1)N1CCN(C(=O)c2cccc3ccccc23)CC1
    -3, -2, -2, 6, 0.4, 0.9, -4, 8, 4
CCC(CC)NC(=O)CC(c1ccccc1)c1ccccc1
    -13, 8, -8, 0, -0.5, -1.7, 6, 18, -3
Cn1nc(CC(=O)Nc2ccc3c(c2)CCC3)c2ccccc2c1=O
    ·, 6, 3, ·, 1.8, ·, 1, 9, -21
C=CCNC(=O)c1ccc2c3n(nc2c1)-c1ccccc1CO3
    -8, 20, -6, 3, 0.0, -0.5, 12, -19, -12
Cc1ccc(C)c(C(=O)CN2C(=O)CCC2=O)c1
    -9, 0, -3, 5, -0.3, 0.4, -6, -5, 13
CC(C)OC(=O)C1=C(N)N2C(=O)CSC2=C(C(=O)OC(C)C)C1
    1, 0, -1, -6, 0.3, 0.5, 4, -2, 1
CCOC(=O)N(C)c1c(CC)nc2c(OCCOc3ccccc3)cccn12
    ·, 1, -7, ·, 0.9, ·, -1, 0, -8
CN(CC(=O)Nc1ccc(Br)cc1)Cc1ccccc1
    -4, -3, -7, -4, 0.2, 0.4, 14, 3, 9
O=C(N/N=C/c1cccnc1)/C(=C\c1cccs1)NC(=O)c1ccccc1
    -12, 3, -3, -6, 19*, 1.5, 1, 17, -1
CCOC(=O)C1C(c2cccnc2)NC(=O)NC1(O)C(F)(F)F (configuration not stated)
    -15, 2, -4, 1, 1.1, 0.7, 0, 4, -3
CCOC(=O)C(=CNc1cc(C)nn1-c1ccc(C)cc1)C(=O)OCC
    -35, 9, -2, -1, 0.0, -0.3, -22, 18, -9
O=C(/C=C/c1ccccn1)c1cc(Cl)cc(Cl)c1O
    -11, -3, 0, -1, -0.8, -0.9, -16, 9, -9
Cc1cc(C)c(NC(=O)C2c3ccccc3Oc3ccccc32)c(C)c1
    -7, -1, -9, -2, 0.9, -0.6, -14, 11, -8
Cn1cnc([N+](=O)[O-])c1SCC(=O)NN
    1, 2, -2, -6, 0.9, 0.2, -10, 19, -5
CCCn1c(=O)[nH]c(=O)c2c1nc(-c1ccccc1OC(F)F)n2CCOC
    -11, 7, -6, 6, 1.1, 0.0, 13, 20, -14
Cc1cc(C)n2[nH]c(=O)c(N=Nc3ccccc3)c2n1
    -1, 5, 0, -6, 0.6, 0.0, -16, 19, -5
Cc1cccc(NC(=S)N2CCC(NC(=O)C3CCCCC3)CC2)c1
    -8, 1, -7, -6, 1.5, 1.4, -14, 13, -18
Cc1cc(C)c(NS(=O)(=O)c2ccccc2)c(C)c1
    ·, 1, -6, ·, -0.2, ·, -6, 27, -20
CCS(=O)(=O)N1CCCC(C(=O)NC2CCCC2)C1 (configuration not stated)
    3, 0, -2, -6, 0.5, -0.6, -11, 15, -6
Cc1ccc([N+](=O)[O-])cc1NC(=O)C(C)N1CCCCC1 (configuration not stated)
    -21, 8, -4, -6, 0.5, 0.3, -6, 22, -11
CC(=O)n1cc(C2CC(=O)OC3=C2CC(=O)C(C)(C)C3)c2ccccc21 (configuration not stated)
    ·, 2, 0, ·, 0.5, ·, -3, 23, -2
O=C1CSC(c2ccccn2)N1c1cccc(Cl)c1 (configuration not stated)
    12, 11, -4, -14, -0.1, 0.7, -15, 6, -8
COC(=O)c1cccc(NS(C)(=O)=O)c1C
    -10, 16, -2, -5, 0.8, -0.2, -7, 17, -6
Cc1ccccc1Sc1ncccc1[N+](=O)[O-]
    -15, -1, -7, 2, 0.1, -1.3, 9, 4, -12
Cn1ncc(Cl)c1C(=O)N/N=C/c1cccc(OC2CSC2)c1
    -19, 3, -3, -6, 3.5, 2.2, 11, 13, -7
COCCCNS(=O)(=O)c1ccc2c3c(cccc13)C(=O)S2
    -15, 2, -1, -15, 2.3, 3.5, 3, 20, -7
COc1ccc(C(=O)O/N=C/c2ccc(S(=O)c3ccc(Cl)cc3)nc2)cc1 (configuration not stated)
    13, 18, -1, -9, 0.8, 0.6, -15, 22, -19
CCOc1cc(/C=N/NC(=O)NN(C)c2ncc(C(F)(F)F)cc2Cl)ccc1O
    -19, 17, -5, -15, 1.0, 7.5, 8, 15, -7
COc1ccc2c(CC(=O)OCC(=O)Nc3cccc(S(N)(=O)=O)c3)coc2c1
    -1, 1, -3, -7, 1.8, 0.0, -11, 16, -14
CCCN1C(=O)C(=O)c2cc(Cl)ccc21
    -11, -1, -3, 4, 0.4, -0.2, 17, 22, -9
CCCCNC(=O)[C@H]1C[C@H]1[C@@H](O)[C@H](CO)NC(=O)[C@H](Cc1ccccc1)NC(=O)OC(C)(C)C
    -13, 14, -4, 2, 1.1, 0.0, 8, -5, -5
N#CCCN(C(=S)Nc1ccc(Cl)c(Cl)c1)C1CCCCC1
    ·, 11, 7, ·, 9.0, ·, 3, 0, 16
CC[C@]1(C(=O)OC)[C@H]2C(=O)N(Cc3ccccc3)C(=O)[C@H]2[C@H]2CN(C)C(=NC)N21
    -8, ·, -5, ·, 0.4, ·, ·, 9, 0
CCOc1ccccc1OC(C)C(=O)Nc1ccc(S(=O)(=O)N2CCCC2)cc1 (configuration not stated)
    -12, -1, -6, -3, 1.0, 0.8, -6, 0, -6
COc1ccc(C(=O)n2nc(-c3ccccc3)nc2N)cc1OC
    -4, 10, 1, -8, 1.5, -0.1, 9, 14, -3
NC(=O)CC1C(=O)N(c2ccc(F)cc2)C(=O)N1NC(=O)CCc1ccccc1 (configuration not stated)
    -12, 0, -1, -4, 0.4, 0.0, -15, 20, -6
CC1(C(=O)Nc2ccc3c(c2)OCO3)CCN1C(=O)C1CCCCC1 (configuration not stated)
    ·, 0, -3, ·, 0.4, ·, -20, 14, -4
C=CCNC(=O)c1ccccc1NS(=O)(=O)c1ccccc1
    4, 6, -2, -9, 0.5, 0.0, -10, 15, -5
CCOC(=O)C1CCCN(C(=O)c2cc(-c3ccco3)nc3ccccc23)C1 (configuration not stated)
    -19, 4, 25*, -1, 1.7, 1.0, 0, 15, -15
O=C(NC(NC(=S)Nc1cc(Cl)ccc1Cl)C(Cl)(Cl)Cl)c1ccco1 (configuration not stated)
    -15, 11, 1, -12, 13, 12, 11, 5, 5
Cc1ccc(C)c(N2CCN(C(=O)CCc3nc(-c4ccc(Cl)cc4)no3)CC2)c1
    -22, -1, 0, ·, 0.1, ·, 2, 11, -3
CCOCCCNC(=O)CN1C(=O)COc2ccc(S(=O)(=O)N3CCCCCC3)cc21
    -15, 0, -2, -12, 0.1, 0.7, 9, 15, -17
CSc1nsc(SCC(=O)N2CCCCC2)n1
    -7, 1, -7, -1, 0.5, 0.5, -24, 12, -10
CC(OC(=O)c1ccc(S(=O)(=O)NCc2ccco2)cc1)C(=O)Nc1ncc(Cl)cc1Cl (configuration not stated)
    2, 15, -5, -5, 0.5, 2.5, -6, -1, 3
COc1ccccc1NC(=O)CSc1nnc(CSc2nc(C)cc(C)n2)o1
    -19, 1, -2, -1, 0.6, 1.5, 16, -10, -10
COc1ccc(OC)c(C2/C(=C(/O)c3ccc(C)cc3)C(=O)C(=O)N2Cc2ccco2)c1 (configuration not stated)
    1, 7, -6, -3, -0.4, 0.1, -6, -8, 2
CCn1nc(C)cc1C(=O)N1CCCC(C(=O)c2ccc3ccccc3c2)C1 (configuration not stated)
    -9, 0, -1, 3, 8.1, 1.2, -11, 12, -2
Cc1cccc(-n2ncc3c2CCCC3NC(=O)CC(F)(F)F)c1C (configuration not stated)
    -10, 3, -1, -5, 1.1, 3.0, -30, 0, -10
CC(C)NC(=O)CCCn1cc([N+](=O)[O-])cn1
    -9, 1, -5, 5, 4.0, 1.6, -29, 3, -8
N#CC1=C(N)Oc2n[nH]c(-c3cccs3)c2C1c1ccncc1 (configuration not stated)
    -5, 1, -3, 2, -0.3, 5.4, -6, 9, -8
CCc1noc(C)c1C(=O)NNC(=O)c1ccc(F)cc1
    -20, 0, -4, 0, -0.2, 0.9, -3, -28, 2
C[C@H]1CN([C@@H](C)CO)S(=O)(=O)c2ccc(/C=C/c3ccccc3)cc2O[C@H]1CN(C)C(=O)NC1CCCCC1
    ·, 1, -10, ·, 0.0, ·, 6, -2, -10
O=[N+]([O-])c1cccnc1Oc1cccnc1
    -1, 2, -2, -17, 0.1, 0.5, -10, 0, 0
CCN(CC(=O)Nc1c(F)cccc1F)C(=O)C1CC(=O)N(CCc2ccc(OC)c(OC)c2)C1 (configuration not stated)
    -2, 2, -3, -4, -0.1, -0.1, -23, 3, 0
CC(C)(C)NC(=O)c1ccnc(C(C)(C)C)c1
    -1, 9, -2, -6, 0.3, 0.6, 7, -13, -5
O=C(Nc1ccccc1)N1N=C(c2cccs2)CC1c1cccs1 (configuration not stated)
    -14, -3, 1, -8, -0.3, -0.4, -7, -13, 10
Cc1c(NC(=O)C(C)Oc2cccc(F)c2)c(=O)n(-c2ccccc2)n1C (configuration not stated)
    6, 11, -1, 2, 0.0, 1.5, 3, -13, -8
CCN(C(=O)CSc1cccc[n+]1[O-])C1CCCCC1
    5, 4, -2, -4, 1.3, 1.9, -6, 17, -8

The list goes on:
Each structure is followed by: CHO parental Ca, TAAR1 agonist, CHRM1 agonist, OXTR potentiate, CHO-K1 Ca ag, V1aR counter, TAAR1 antagonist, M1 PAM parental, CHO-K1 Ca antag
C=CCNC(=O)C(C#N)c1nc2ccccc2nc1N1CCN(Cc2ccccc2)CC1 (configuration not stated)
    -19, ·, -4, -9, 0.6, 1.4, ·, 18, -17
O=C(c1ccc2[nH]c(=O)c(=O)[nH]c2c1)N1CCc2ccccc2C1
    5, 3, -1, -20, 1.2, -0.3, -17, -7, -7
CCOC(=O)c1nnn(-c2nonc2N)c1-c1ccc(F)cc1
    -19, 1, -6, -9, 0.4, -0.3, 14, 10, -6
CCOC(=O)C1CCN(c2cc3c(cc2NC(=O)c2ccc(F)cc2)n(C)c(=O)n3C)CC1
    -6, 1, -1, -19, 1.2, -0.3, -2, 5, -7
O=C(COC(=O)CNC(=O)c1ccccc1F)Nc1ncc(Cl)cc1Cl
    -10, -3, -6, 1, 0.1, 0.2, 13, 11, -7

From PubChem
